Mito fusion act: qHTS Assay for Small Molecule Inhibitors of Mitochondrial Division or Activators of Mitochondrial Fusion | Potency, µM (top dose mostly 46.1 µM), for the others: top-dose growth rescue (activation), most hits filed as activators | S. cerevisiae fusion-defective mutant growth rescue, CellTiterGlo 48 h | 320,000 tested, 0.23% active;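 note: potency is the fitted concentration of half-maximal effect; % of control where 0% means no effect; nearly all actives have a fitted effect of over 45% in size; temperature-sensitive fusion mutants such as fzo1-1 at 37 °C on non-fermentable ethanol glycerol medium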
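Read-out: ATP-based luminescence (CellTiterGlo, 10 min ambient) reporting growth of fusion-defective ts yeast after 48 hours at 37C on glycerol/ethanol YPEG medium in the presence of compound.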
B2AR arrestin: qHTS assay of beta-arrestin-biased ligands of beta2-adrenergic receptor. beta-arrestin recruitment to beta2AR, cell-based reporter. 330,000 tested, 0.02% active. Potency, µM (doses to about 46.1 µM), for inactives: at the highest dose activation, usual class: activators;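 note: potency is the fitted concentration of half-maximal effect; 0% = DMSO controls and full agonism = EC100 isoproterenol or metaproterenol; nearly all actives have a fitted effect of over 65% in size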
ELG1 DNA repair: qHTS screen for small molecules that inhibit ELG1-dependent DNA repair in human embryonic kidney (HEK293T) cells expressing luciferase-tagged ELG1; HEK293T ELG1-luciferase reporter, luminescence, 16 h; DNA damage induced by 5-fluorouridine; Potency, µM (highest dose often 46.1 µM), without a hit: at the highest dose activity change, negative = inhibition, actives largely listed as inhibitors; 330,000 tested, 2.3% active; note: potency is the fitted concentration of half-maximal effect; % is set by controls: 0 for no effect and ±100 for the full control effect; nearly all actives have a fitted effect of over 55% in size
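Overnight (16 hr) co-exposure of 2,000 cells/well to 5-fluorouridine and compound at 37 °C preceded detection. Luciferase was quantified via ONE-Glo luminescence; loss of signal denotes inhibition.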
Tb PFK inh: qHTS Assay to Find Inhibitors of T. brucei phosphofructokinase. Potency, µM (titrated, usually from 57.5 µM), for the others: at the top dose activity, negative = inhibition, most hits filed as inhibitors. 330,000 tested, 0.17% active. T. brucei PFK, ADP-Glo luminescence. ATP-dependent 6-phosphofructokinase (Trypanosoma brucei brucei), O15648;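 note: potency is the fitted concentration of half-maximal effect; 0% = uninhibited 1x PFK enzyme wells and -100% = no-enzyme wells; nearly all actives have a fitted effect of over 60% in size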
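Luminescent ADP detection (ADP-Glo, two-step: ATP depletion then ADP-to-ATP conversion for luciferase) reported PFK activity after 45 min room-temperature reaction of 1.25 nM enzyme with 0.5 mM F6P and 0.1 mM ATP at pH 8.0.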
PTAP TSG101 blk: qHTS Assay for Iinhibitors of HIV-1 Budding by Blocking the Interaction of PTAP/TSG101; Tumor susceptibility gene 101 protein (Homo sapiens), Q99816; Fluorescence polarization, FITC-PTAP peptide / Tsg101 binding; Potency, µM (doses to about 115 µM), inactives show at the top dose activity change, negative = inhibition, most hits filed as inhibitors; 340,000 tested, under 10 active; active = well fitted inhibition curve with a large enough effect in the main read-out, with a control signal flat, not every such curve was filed as active; inconclusive = small, poorly fitted or top-dose-only effect, or effect the other way, or a change in a side signal; inactive = no such curve, though single readings can be large or run the other way; note: potency is the fitted concentration of half-maximal effect; % of control where 0% means no effect
Target sequence (Q99816 whole entry, looked up): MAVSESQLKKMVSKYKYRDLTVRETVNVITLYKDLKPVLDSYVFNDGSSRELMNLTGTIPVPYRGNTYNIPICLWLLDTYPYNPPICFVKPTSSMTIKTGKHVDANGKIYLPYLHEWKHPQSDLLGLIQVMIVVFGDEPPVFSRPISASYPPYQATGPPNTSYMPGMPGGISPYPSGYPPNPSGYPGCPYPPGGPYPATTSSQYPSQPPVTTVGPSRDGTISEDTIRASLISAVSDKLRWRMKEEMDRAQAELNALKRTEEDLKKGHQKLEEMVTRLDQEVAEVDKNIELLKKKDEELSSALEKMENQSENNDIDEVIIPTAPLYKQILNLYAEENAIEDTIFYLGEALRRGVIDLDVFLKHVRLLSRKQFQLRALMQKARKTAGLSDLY
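Steps: Tsg101 binding domain dispensed (10 uM final), compounds pinned in DMSO, FITC-labeled PTAP-motif peptide added (50 nM final); after 20 min binding at room temperature, polarization measured.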
TSHR antag: Antagonists of the Thyroid Stimulating Hormone Receptor: HTS campaign; Thyrotropin receptor (Homo sapiens), P16473; TSHR-expressing cells, TSH-stimulated cAMP HTRF, 2 h; stronger effect = lower value; activity change, negative = inhibition, % at 11.5 µM; 330,000 tested, 0.2% active; AID 504810, 2011;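 active = activity change below a set negative limit, meaning inhibition stronger than a set level, cut at about -70% in these data; inconclusive = activity change between two set negative limits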; note: % is set by controls: 0 for no effect and ±100 for the full control effect
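Freshly harvested TSHR cells receive pin-tooled compound, then EC80 TSH at 4nM final. After 2 hours at 37 deg C, antibody in lysis buffer and cAMP-d2 are added; 30 minutes at ambient temperature precede the HTRF read.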
Chronic BCR inh: qHTS Assay to Find Inhibitors of Chronic Active B-Cell Receptor Signaling | ABC-DLBCL IkBa-CBG/CBR reporter, luminescence ratio, 4 h | Potency, µM (highest dose often 46.1 µM), without a hit: top-dose ratio change, negative = lower green/red ratio, hits mostly inhibitors | 340,000 tested, 0.05% active; active = well fitted inhibition curve with a large enough effect in the signal ratio, with a control signal flat, not every such curve was filed as active; inconclusive = small, poorly fitted or top-dose-only effect, or effect the other way, or a change in a side signal; the % refers to the signal ratio;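 note: potency is the fitted concentration of half-maximal effect; plate controls were basal doxycycline-induced cells for no effect and cells given 10 µM MG132 for full effect; MG132 reads +100%, hits lower the ratio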
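TMD8 ABC-DLBCL cells carrying doxycycline-inducible green luciferase fused to IkappaBalpha plus unfused red luciferase were exposed to compounds (up to 46 uM) for 4 hrs at 37C. Activity came from the overlap-corrected green/red luminescence ratio.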
uPA surface inh: qHTS for Inhibitors of Cell Surface uPA Generation; cell surface uPA generation assay, qHTS; Potency, µM (series often up to 38.3 µM), inactives show at the top dose activity change, negative = inhibition, usual class: inhibitors; 330,000 tested, 0.31% active; active = well fitted inhibition curve with a large enough effect; inconclusive = small, poorly fitted or top-dose-only effect; inactive = no such curve, though single readings can be large or run the other way; tested in mouse RAW 264.7 cells; note: potency is the fitted concentration of half-maximal effect; % is set by controls: 0 for no effect and ±100 for the full control effect; nearly all actives have a fitted effect of over 55% in size
Eya2 phos inh: qHTS Assay for Inhibitors of the Phosphatase Activity of Eya2 | Protein phosphatase EYA2 (Homo sapiens), O00167 | recombinant Eya2, OMFP fluorescence dephosphorylation (OMFP is methylfluorescein phosphate) | Potency, µM (doses to about 76.9 µM), inactives show at the top dose activity, negative = inhibition, usual class: inhibitors | 330,000 tested, 0.006% active | AID 488837, 2010; note: potency is the fitted concentration of half-maximal effect; % is set by controls: 0 for no effect and ±100 for the full control effect
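Eya2 protein (added as 0.2 uM solution) was preincubated with compound for 10 min at ambient temperature in 50 mM HEPES pH 7.5, 50 mM NaCl, 5 uM MgCl2, 0.05% BSA, 1 mM DTT. OMFP (added at 50 uM) then reacted 10 min; fluorescence read at 485/525 nm.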
TCR act: Activators of T cell receptors: qHTS campaign. primary human leukocytes, anti-CD3, IL-2 HTRF, 48 h. Potency, µM (highest dose often 9.22 µM), without a hit: at the top dose activation of IL-2 secretion, actives largely listed as activators. 330,000 tested, under 10 active; note: % of control where 0% means no effect
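TCR engagement came from a-CD3 beads alone, with compounds added to primary human leukocytes for 48 hr. Secreted IL-2 bridged europium cryptate- and d2-labelled anti-IL-2 antibodies, giving FRET emission at 665nm after 320nm excitation.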
USP2a inh: qHTS Assay for Inhibitors of Ubiquitin-specific Protease USP2a Using CHOP2 as the Reporter. Ubiquitin carboxyl-terminal hydrolase 2 (Homo sapiens), O75604. USP2 core, Ub-CHOP2 coupled fluorogenic reporter, 485/531. Potency, µM (titrated, usually from 38.3 µM), for the others: top-dose activity change, negative = inhibition, actives largely listed as inhibitors. 330,000 tested, 0.01% active. AID 463254, 2010;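 note: potency is the fitted concentration of half-maximal effect; plate controls were DMSO wells for no effect and full inhibition by NEM control for full effect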
Target sequence (O75604 whole entry, looked up): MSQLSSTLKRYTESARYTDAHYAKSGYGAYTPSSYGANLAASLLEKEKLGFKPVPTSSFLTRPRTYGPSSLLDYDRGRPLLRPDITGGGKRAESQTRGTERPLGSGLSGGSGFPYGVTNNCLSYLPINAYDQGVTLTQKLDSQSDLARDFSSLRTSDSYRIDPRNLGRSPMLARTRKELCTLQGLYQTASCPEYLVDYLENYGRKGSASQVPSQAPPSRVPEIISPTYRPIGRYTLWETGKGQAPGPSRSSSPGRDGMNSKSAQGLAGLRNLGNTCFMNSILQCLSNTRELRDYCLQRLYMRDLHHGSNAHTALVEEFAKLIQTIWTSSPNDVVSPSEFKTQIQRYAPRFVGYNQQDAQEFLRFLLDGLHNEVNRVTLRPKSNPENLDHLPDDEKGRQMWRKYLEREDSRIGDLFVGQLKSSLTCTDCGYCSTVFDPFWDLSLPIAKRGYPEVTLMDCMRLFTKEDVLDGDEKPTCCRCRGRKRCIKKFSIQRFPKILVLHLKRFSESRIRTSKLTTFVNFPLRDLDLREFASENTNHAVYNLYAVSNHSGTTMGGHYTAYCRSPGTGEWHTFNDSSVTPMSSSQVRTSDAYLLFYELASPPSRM
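Deubiquitinase activity read as fluorescence (485/531 nm) after Ub-CHOP2 cleavage activates the enterokinase reporter on its substrate; USP2 core 10nM, Ub-CHOP2 and substrate 25nM each, 30min compound preincubation then 60min RT; data normalized to NEM, curves fitted.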
Numbers without * were called inactive; ? = inconclusive; · = no result given; [ ] = another dose, or the depositor's remark. Unless noted, calls come from the whole dose curve; as a rule, active = well fitted curve in the direction sought with a large enough effect; inconclusive = small, poorly fitted or top-dose-only effect, or another doubt; inactive = no such curve, though single readings can be large; an effect the other way counts as inactive or inconclusive. An excerpt; count on the stated rates, not on these rows.

SMILES	Mito fusion act	B2AR arrestin	ELG1 DNA repair	Tb PFK inh	PTAP TSG101 blk	TSHR antag	Chronic BCR inh	uPA surface inh	Eya2 phos inh	TCR act	USP2a inh
CC(=O)N1CC(=O)Nc2ccc(Cl)cc2C1c1ccccc1 (stereo unspecified)	8%	0.5%	?	2%	-3%	12	0%	-1%	-2%	-4%	9%
COc1cc(OC)c(OC)cc1/C=C1\CCC/C(=C\c2cc(OC)c(OC)cc2OC)C1=O	-3%	-1.1%	15µM*	0%	0%	-7	?	-3%	-6%	2%	0%
COc1ccccc1OP(=O)(Nc1cccnc1)Oc1ccccc1OC	-7%	0.4%	2.3µM*	-5%	-5%	-1	?	1%	3%	1%[46.1 µM]	-4%
O=C1N[C@@H](Cc2ccccc2)COC(=O)[C@@H](Cc2ccc(F)cc2)C/C=C\C[C@@H]1CC(=O)N(CCO)Cc1ccccc1	·	-0.1%	?	3%	-7%	18	0%	?	-21%	-3%	-14%
COc1ccc2[nH]c3c(c2c1)CCNC3C (stereo unspecified)	-1%	-0.3%	-5%	-3%	-4%	-5	3%	1%	12%	3%	2%
CCCCn1c(O)c(/C(C)=N/NC(=O)Nc2ccccc2)c(=O)[nH]c1=O	-20%	-0.3%	30%	1%	0%	-8	?	-7%	13%	-8%	2%
COc1cc(N)ccc1Cc1ccc(N)cc1OC	-4%	0.5%	?	1%	-6%	5	?	-2%	4%	2%	-2%
O=C1NC(=O)N(c2ccc3c(c2)OCO3)C(=O)/C1=C\c1ccc(N2CCCCC2)o1	-5%	-0.2%	8%	-7%	?	-3	?	4%	-7%	-2%[46.1 µM]	2%
Cc1ccc(NC(=O)c2ncn(CC(=O)NCc3ccc4c(c3)OCO4)n2)cc1C	·	5.8%	?	-4%	-5%	8	2%	-24%	7%	-4%[46.1 µM]	1%
CN(C)C(=O)Oc1c(Cl)cc(Cl)c2cccnc12	-4%	-0.4%	2%	-1%	6%	-7	-2%	-2%	10%	-4%	-2%
CCN1CCN(S(=O)(=O)c2ccc(Cl)nc2)CC1	1%	-0.3%	4%	1%	1%	14	-10%	1%	1%	-3%	2%
CN(C)CC1CSCCC1(O)c1ccc(C(F)(F)F)cc1 (stereo unspecified)	-2%	0.0%	0%	0%	-3%	3	?	18%	0%	10%[46.1 µM]	2%
O=C(C1CCC(=O)N1Cc1ccc(F)cc1)N1CCC2(CC1)OCCO2 (stereo unspecified)	0%	-0.1%	13%	3%	-2%	15	0%	4%	16%	-1%	1%
CCOc1cc2c(cc1OCC)-n1cccc1C(c1ccccc1OC)NC2 (stereo unspecified)	-22%	11%	-9%	0%	3%	11	?	-6%	2%	-1%	0%
S=C(NCCc1ccccc1)NCCc1cnc[nH]1	1%	-0.1%	?	1%	-7%	11	3%	6%	10%	5%	-1%
CCOc1ccc(N2C(=O)/C(=C\c3cccs3)C(=O)NC2=S)cc1	3%	-0.2%	?	7%	-8%	4	?	-13%	13%	-8%	0%
C=CCn1c(O)c(C=Nc2c(C)n(C)n(-c3ccccc3)c2=O)c(=O)[nH]c1=O	0%	-0.4%	10%	-2%	1%	0	-4%	8%	-12%	7%	0%
CN1C(=O)C(=Cc2ccccc2Oc2ccc(Cl)c(F)c2)C(=O)N(C)C1=O	5%	0.0%	19%	1%	-8%	4	2%	0%	1%	-21%	1%
O=c1[nH]c(=O)n(C2CCCCCC2)c(O)c1C=NCC1CCCO1 (stereo unspecified)	0%	-0.3%	-2%	-4%	-3%	3	-1%	0%	2%	-1%	-1%
COC(=O)C1=C(c2ccc3ccccc3c2)C[C@@H]2CC[C@H]1N2C(=O)NCCCOC(C)C	-2%	0.2%	-2%	0%	0%	-15	0%	0%	5%	-3%	0%
CC(=NCCCN1CCOCC1)c1c(O)n(-c2ccccc2C)c(=O)[nH]c1=O	-4%	-0.3%	16%	2%	-6%	4	?	·	1%	9%	-1%
CC(C)N(Cc1nccn1C)C(=O)CCc1nnc(CCCc2ccccc2)o1	-8%	0.2%	?	-7%	-2%	36	?	-4%	4%	-4%	-3%
O=C(O)CN1C(=O)CN=C(c2ccccn2)c2cc(Cl)ccc21	1%	-0.9%	4%	1%	-3%	13	?	-22%	0%	8%	3%
O=C(COC(=O)Cc1ccccc1)NC(=O)NC1CCCCC1	-2%	-0.1%	1%	-7%	1%	10	0%	3%	-1%	-8%	0%
Oc1ccc(Cl)cc1	·	-1.2%	12%	-4%	2%	4	3%	-16%	1%	-14%	0%
O=C(Cc1ccccc1)OCc1ccccc1	-9%	0.0%	16%	-3%	-1%	-10	?	20%	2%	8%	1%
COc1cc(OC)cc(-n2nc(C(=O)N3CCC4(CC3)OCCO4)c3ccccc3c2=O)c1	1%	-0.2%	?	-1%	-2%	-4	?	6%	5%	5%	4%
CCOc1ccccc1CN1C2CCC1CC(c1ccc(C)cc1)C2 (stereo unspecified)	-9%	5.5%	-17%	1%	0%	5	0%	0%	-12%	1%	2%
COc1ccc(C(CC(=O)N2CCC3(CC2)OCCO3)NS(=O)(=O)c2ccc(C)cc2)cc1 (stereo unspecified)	-3%	-0.1%	-3%	-8%	-2%	8	2%	-2%	-5%	2%	2%
CN1CCC(N(C)c2nc(-c3ccccc3)nc3ccccc23)CC1	3%	-0.1%	-25%	0%	0%	5	?	2%	-30%	-4%	1%

Nine entries from above, with two lines to a compound.
Every second line gives: Mito fusion act | B2AR arrestin | ELG1 DNA repair | Tb PFK inh | PTAP TSG101 blk | TSHR antag | Chronic BCR inh | uPA surface inh | Eya2 phos inh | TCR act | USP2a inh
CC(C)N(Cc1nccn1C)C(=O)CCc1nnc(CCCc2ccccc2)o1
→ -8% | 0.2% | ? | -7% | -2% | 36 | ? | -4% | 4% | -4% | -3%
O=C(O)CN1C(=O)CN=C(c2ccccn2)c2cc(Cl)ccc21
→ 1% | -0.9% | 4% | 1% | -3% | 13 | ? | -22% | 0% | 8% | 3%
O=C(COC(=O)Cc1ccccc1)NC(=O)NC1CCCCC1
→ -2% | -0.1% | 1% | -7% | 1% | 10 | 0% | 3% | -1% | -8% | 0%
Oc1ccc(Cl)cc1
→ · | -1.2% | 12% | -4% | 2% | 4 | 3% | -16% | 1% | -14% | 0%
O=C(Cc1ccccc1)OCc1ccccc1
→ -9% | 0.0% | 16% | -3% | -1% | -10 | ? | 20% | 2% | 8% | 1%
COc1cc(OC)cc(-n2nc(C(=O)N3CCC4(CC3)OCCO4)c3ccccc3c2=O)c1
→ 1% | -0.2% | ? | -1% | -2% | -4 | ? | 6% | 5% | 5% | 4%
CCOc1ccccc1CN1C2CCC1CC(c1ccc(C)cc1)C2 (stereo unspecified)
→ -9% | 5.5% | -17% | 1% | 0% | 5 | 0% | 0% | -12% | 1% | 2%
COc1ccc(C(CC(=O)N2CCC3(CC2)OCCO3)NS(=O)(=O)c2ccc(C)cc2)cc1 (stereo unspecified)
→ -3% | -0.1% | -3% | -8% | -2% | 8 | 2% | -2% | -5% | 2% | 2%
CN1CCC(N(C)c2nc(-c3ccccc3)nc3ccccc23)CC1
→ 3% | -0.1% | -25% | 0% | 0% | 5 | ? | 2% | -30% | -4% | 1%
